Bioassay records: PubChem, several laboratories
ADAM17 inh – ADAM17 inhibitors, primary screen, biochemical, QFRET. inhibition, % at 6.95 µM. recombinant ADAM17, EDANS/DABCYL FRET peptide cleavage. 370,000 tested, 0.83% active. AID 720648, 2013. Disintegrin and metalloproteinase domain-containing protein 17 (Homo sapiens), P78536;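 active means inhibition above the mean of compounds lying between control limits plus 3 SD, set per campaign, cut at about 8.5% in these data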;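 further: 0% = DMSO-only wells as the low control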
Target sequence (P78536 215-824 limits assumed): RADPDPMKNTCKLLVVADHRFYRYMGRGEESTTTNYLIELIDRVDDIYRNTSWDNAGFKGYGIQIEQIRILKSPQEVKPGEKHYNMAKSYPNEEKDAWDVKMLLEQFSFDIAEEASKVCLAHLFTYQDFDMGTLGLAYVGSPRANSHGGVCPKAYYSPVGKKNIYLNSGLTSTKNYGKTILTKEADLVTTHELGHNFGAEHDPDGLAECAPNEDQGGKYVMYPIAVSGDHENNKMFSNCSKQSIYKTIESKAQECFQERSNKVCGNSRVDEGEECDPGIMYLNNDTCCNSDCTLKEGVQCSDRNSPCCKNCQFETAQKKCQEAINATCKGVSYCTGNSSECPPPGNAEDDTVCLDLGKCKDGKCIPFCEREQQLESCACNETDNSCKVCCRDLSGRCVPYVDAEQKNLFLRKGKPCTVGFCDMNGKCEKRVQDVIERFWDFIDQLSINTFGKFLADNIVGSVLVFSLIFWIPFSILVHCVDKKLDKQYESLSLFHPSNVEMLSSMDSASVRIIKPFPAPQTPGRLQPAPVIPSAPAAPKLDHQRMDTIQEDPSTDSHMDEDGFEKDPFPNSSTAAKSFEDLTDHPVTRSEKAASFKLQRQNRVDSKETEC
ssDAF-12 act – S. stercoralis DAF-12 nuclear receptor activators, primary screen, cell-based, luminescence, HEK293, GRIP1 co-expression, lit1-tk-luc; Nuclear hormone receptor DAF-12 (Strongyloides stercoralis); HEK293 ssDAF-12/GRIP1 lit1-tk-luc reporter; % of 3 µM dafachronic acid response; activation, % at 6.8 µM; 370,000 tested, 1% active; AID 652126, 2013;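 active means activation above the mean over all tested compounds plus 3 SD, cut at about 0.9% in these data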;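 further: 0% = DMSO-only wells and 100% = 3 µM delta7-dafachronic acid wells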
hcDAF12 agonist – H. contortus DAF-12 nuclear receptor activators, primary screen, cell-based, luminescence, HEK293, lit1-tk-luc reporter | HEK293 hcDAF-12 lit1-tk-luc reporter; 0% DMSO, 100% Δ7-dafachronic acid | activation, % at 6.8 µM | 370,000 tested, 1.4% active | AID 652067, 2013;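 active means activation above the mean of all tested compounds plus 3 SD, cut at about 5.5% in these data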;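 further: 100% = response to 3 µM Δ7-dafachronic acid high control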
PG9 binder – binders of HIV-1 gp120 antibody PG9, primary screen, biochemical, TR-FRET; HIV-1 gp120 / PG9 antibody interaction; TR-FRET gp120-PG9 antibody binding; inhibition, % at 6.7 µM; 360,000 tested, 0.43% active; in the data active means inhibition above about 8.5%
ADAM10 inh – human ADAM10 inhibitors, primary screen, biochemical, QFRET, HTS; recombinant ADAM10, EDANS/DABCYL FRET peptide cleavage, 3 h; 370,000 tested, 0.62% active; inhibition, % at 7 µM;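 active means inhibition above a per-campaign cutoff equal to the mean of compounds falling between control-based bounds plus 3 SD, cut at about 20% in these data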;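 further: 0% = DMSO wells while the 100% control is not disclosed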
DAX1 inh-1 – DAX1 (NR0B1) inhibitors on StAR promoter, primary screen, cell-based, luminescence, SF-1 (NR5A1), full-length DAX-1; inhibition, % at 6.8 µM; HEK293T StAR-luciferase reporter, SF-1/DAX-1 repression relief; 370,000 tested, 1.1% active; AID 652010, 2013;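 active means inhibition above the mean over all tested compounds plus 3 SD, cut at about 3.6% in these data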;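 further: 0% = DAX-1 cells with DMSO and 100% = cells lacking DAX-1 with DMSO; higher inhibition means more luminescence from relief of DAX-1 repression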
GAA850 FXN act – FXN promoter activators, primary screen, cell-based, luciferase luminescence, HEK293 lucGAA850; activation, % at 6 µM; 360,000 tested, 0.56% active; HEK293 lucGAA850 FXN promoter luciferase reporter, 24 h; percent of 10 µM SAHA response;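 active means activation above the average of all compounds screened plus 3 SD, cutoff fixed separately per campaign, cut at about 7.5% in these data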;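 further: 0% = DMSO wells and 100% = 10 µM SAHA wells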
DAX1 inh-2 – DAX1 (NR0B1) inhibitors, primary screen, cell-based, HEK293, Gal4-DAX1, luciferase luminescence; Nuclear receptor subfamily 0 group B member 1 (Homo sapiens), P51843; HEK293 Gal4-DAX1 luciferase reporter; inhibition, % at 6.75 µM; 340,000 tested, 0.99% active; AID 504766, 2011;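 active means inhibition above the mean over all tested compounds plus 3 SD, cut at about 4.2% in these data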;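 further: 0% = DAX1-transfected cells with DMSO and 100% = empty-vector control cells with DMSO; inhibition shows as a rise in luminescence from relieved DAX1 repression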
Target sequence (P51843 207-470 limits assumed): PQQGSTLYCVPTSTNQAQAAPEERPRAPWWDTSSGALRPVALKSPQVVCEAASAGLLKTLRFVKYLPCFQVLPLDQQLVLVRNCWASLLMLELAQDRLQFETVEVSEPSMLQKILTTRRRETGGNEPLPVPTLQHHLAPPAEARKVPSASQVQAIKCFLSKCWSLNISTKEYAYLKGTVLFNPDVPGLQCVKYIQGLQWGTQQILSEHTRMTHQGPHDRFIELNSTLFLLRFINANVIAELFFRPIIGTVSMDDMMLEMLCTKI
GC-A act – GC-A stimulated cGMP production enhancers – HEK293 GC-A cells, cGMP TR-FRET, EC30 ANP, primary screen. 0% at EC30 ANP, 100% saturating ANP. activation, % at 10 µM. 370,000 tested, 0.14% active. AID 1671463, 2021; in the data active means activation above about 40%
hgDAF12 agonist – H. glycines DAF-12 receptor agonists, primary screen, cell-based, luminescence, HEK293, GAL4 fusion, UAS-luciferase | 370,000 tested, 1.8% active | activation, % at 6.8 µM | HEK293 GAL4-hgDAF12 UAS-luciferase reporter, agonist luminescence; normalized to butyrate control;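 active means activation above a cutoff set at the mean of all screened compounds plus 3 SD, cut at about 10% in these data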;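 further: 0% = DMSO wells and 100% = sodium butyrate wells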
SMARCA2 act – SMARCA2 (BRM) function activators, primary screen, cell-based, luminescence, high throughput; MG213 cells, MMTV-luciferase reporter, dexamethasone, overnight; activation, % at 9.1 µM; 370,000 tested, 1% active; AID 652017, 2013; in the data active means activation above about 7.8%;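 further: 0% = vehicle wells and 100% = reference activator wells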
Starred values were filed as active, the others as inactive; / = not tested or not shown.

SMILES | ADAM17 inh | ssDAF-12 act | hcDAF12 agonist | PG9 binder | ADAM10 inh | DAX1 inh-1 | GAA850 FXN act | DAX1 inh-2 | GC-A act | hgDAF12 agonist | SMARCA2 act
COc1ccc(-c2cnc3c(NC=O)cc(-c4cccc(NS(C)(=O)=O)c4)cn23)cc1OC | -13 | -2.1 | -3.9 | -1.6 | -40 | 0.8 | -3.8 | / | 17 | 1.8 | 36*
CNc1ncc(C(=O)c2ccc(Br)cc2)s1 | 5 | -0.5 | 2.3 | -0.2 | 9 | 2.9 | 5.4 | 1.4 | -5 | 26* | 3
COc1cccc(C(=O)Nc2nnc(CCS(=O)(=O)c3ccc(C)cc3)s2)c1 | -1 | -1.6 | -1.1 | -0.9 | -14 | -0.1 | -2.5 | 0.7 | 0 | -0.2 | -4
Cc1cc(NC(=O)NC(C(F)(F)F)C(F)(F)F)no1 | -7 | -1.2 | -1.0 | -0.4 | -4 | -0.4 | 0.8 | 1.7 | 3 | 0.8 | -3
O=C(c1cccc(NS(=O)(=O)c2cccc(F)c2)c1)N1CCCC1 | -3 | -0.1 | 2.3 | 0.2 | -8 | -1.1 | 2.1 | 1.0 | 1 | -1.0 | 0
Cc1ccc(NC(=S)Nc2cc(C(=O)O)ccc2N2CC3CC(C2)c2cccc(=O)n2C3)cc1C (centres undefined) | -12 | -1.1 | 0.2 | 1.3 | -33 | 0.0 | 0.0 | -0.6 | -6 | 1.9 | 0
COC(=O)Cc1ccc(NC(=S)NCc2ccc(F)cc2)cc1 | -3 | -1.8 | -1.4 | 0.2 | 2 | 0.3 | -2.1 | -0.6 | 3 | -2.8 | -3
O=C(N/N=C/c1ccncc1)c1ccc(NC(=O)c2ccc(Cl)cc2)cc1 | -1 | -1.5 | -2.6 | -1.2 | -5 | -0.8 | 0.4 | -0.5 | -6 | -2.5 | -1
O=c1[nH]c(Cc2cccs2)nc2scc(-c3ccc(Cl)cc3)c12 | 3 | -1.4 | -1.5 | 3.4 | 7 | 0.3 | 3.1 | 1.7 | 6 | -0.3 | -3
CC(=O)N1Cc2cc(C(=O)NCC(F)(F)F)nc(-c3cccc(-c4cccnc4)c3)c2[C@H]1CCO | -2 | -0.2 | 0.4 | -3.2 | -5 | -1.1 | / | / | 1 | 1.6 | 0
Cc1cc(CNC[C@H]2O[C@@H](n3ccc(N)nc3=O)[C@H](O)[C@@H]2O)no1 | -1 | -0.1 | -2.0 | -1.3 | -16 | 0.0 | 0.2 | 0.0 | 4 | -0.2 | -3
C=C(C)CNC(=O)c1ccc(OC2CCN(S(=O)(=O)N(C)C)CC2)cc1 | 0 | -0.9 | -0.1 | -1.4 | 2 | -1.4 | 0.4 | 0.8 | 1 | 0.6 | 2
O=C(Nc1cccs1)Nc1c(F)cc(F)cc1Br | -3 | -1.7 | -2.4 | -2.8 | -9 | -0.3 | 1.4 | 0.3 | -2 | 0.0 | -1
COC(=O)c1[nH]c2ccc(C)cc2c1NC(=O)C1=COCCO1 | -7 | -0.6 | 1.4 | -3.1 | -22 | -0.1 | 1.7 | -0.5 | 1 | 0.3 | 2
COC(=O)c1ccn(Cc2ccccc2Cl)n1 | -1 | -1.1 | 0.8 | 0.7 | 6 | 3.2 | 3.4 | 1.3 | 0 | 14* | 5
CCN1C(=O)c2ccccc2Sc2ccc(C(=O)NCCN3CCOCC3)cc21 | -1 | -0.7 | -0.8 | 0.6 | -6 | 1.3 | 0.6 | 0.2 | -3 | 0.2 | -2
Cc1ccc(NC(=O)COC(=O)CSC(=S)N2CCOCC2)cc1C | -2 | -1.5 | -0.1 | 1.4 | -2 | -0.1 | -1.9 | 0.9 | 6 | -2.5 | -2
O=C(CCC(=O)N1CCOCC1)NCc1cccc(C(F)(F)F)c1 | -2 | -1.2 | -1.4 | 0.9 | -10 | 0.8 | -0.5 | 0.2 | 2 | 1.9 | -2
O=C(c1cc(S(=O)(=O)N2CCCCC2)ccc1N1CCOCC1)N1CCN(Cc2ccccc2)CC1 | 1 | -0.5 | -1.7 | -2.4 | -5 | -1.3 | -2.0 | 1.4 | 0 | -1.1 | 3
COc1cccc(C(c2ccccc2)N2C3CCC2CN(S(=O)(=O)c2ccc(F)cc2)CC3)c1 (centres undefined) | -3 | -1.4 | -0.4 | 0.4 | -7 | -1.2 | -1.9 | -1.4 | 1 | -0.7 | -1
CC(C)CC(N)c1cn([C@@H](CCC(=O)O)C(=O)N2CCNCC2)nn1 (some centres undefined) | -2 | -0.6 | -0.9 | 0.7 | -4 | -0.6 | 2.7 | 0.1 | -2 | 1.3 | -1
CCN(CC)C(=O)c1ccc(-c2nnc(Nc3ccc(C(=O)NC)cc3)c3ccccc23)cc1 | -2 | -1.5 | -1.3 | 1.9 | -14 | -1.1 | 1.9 | -0.5 | 4 | -6.7 | -1
Cn1cccc1/C=C1\SC(=Nc2ccccc2)NC1=O | 1 | -0.3 | 2.9 | -4.3 | -3 | -0.6 | 0.3 | -1.7 | 1 | 6.7 | 7
COC(=O)c1ccccc1NC(=O)CCCOc1cc(=O)n(C)c2ccccc12 | 1 | -1.1 | -0.3 | -1.2 | -15 | 2.4 | 1.5 | / | -6 | -0.4 | -1
CN(Cc1ccccc1)C(=O)CCN1C(=O)c2cccc([N+](=O)[O-])c2C1=O | -3 | -1.4 | -1.0 | -0.4 | 3 | -0.8 | -1.6 | 2.7 | 1 | 1.3 | 3
Cn1ccc(NC(=O)c2ccc(Cl)cc2Cl)n1 | 1 | -0.9 | -1.0 | 1.0 | 1 | 3.9* | 2.0 | 0.6 | 3 | 7.2 | 8.6*
COc1cc(/C=N/NC(=O)C(N)=O)cc(OC)c1O | 0 | -1.9 | 0.1 | -3.0 | 4 | -0.4 | -0.6 | -0.3 | -2 | 2.2 | 0
O=C(CSc1nnc(-c2ccco2)n1-c1ccccc1)N1CCN(C(=O)c2ccco2)CC1 | 0 | -1.6 | 0.4 | -1.6 | 3 | 0.6 | 0.4 | 1.6 | -7 | -0.5 | -1
O=C(CSc1ccc2ccccc2n1)NCCC1=CCCCC1 | 1 | -1.9 | -3.1 | 1.7 | -10 | -0.1 | 2.1 | 0.1 | 1 | -2.0 | -3
CCn1ccc(C(=O)Oc2ccc(C(C)C)cc2)n1 | -2 | -1.5 | 0.5 | 0.0 | 0 | 0.3 | 2.1 | -0.6 | 2 | 1.8 | 5
CCc1c(C)nc(N)n2c(SCC(=O)N3CCCC(C)C3)nnc12 (centres undefined) | 5 | -0.7 | -1.1 | -4.5 | 17 | 0.4 | 0.1 | -0.4 | -1 | -0.6 | -4
CCC(CO)Oc1cc(NCc2ccccc2O)c2ncn(C(C)C)c2c1 (centres undefined) | 2 | -1.7 | -2.4 | -2.6 | -1 | -1.6 | -9.9 | -3.4 | 3 | -4.9 | -1
CN(CC(=O)NCc1ccco1)CC(=O)Nc1ccc(F)c(F)c1F | -1 | -0.3 | -0.9 | 0.3 | -4 | -0.4 | -1.0 | 1.5 | -3 | 1.7 | 3
COC(=O)c1[nH]c(C)c(/C(O)=C2\C(=O)C(=O)N(CCN(C)C)C2c2cccs2)c1C (centres undefined) | -1 | -0.9 | -0.6 | -0.3 | 6 | 0.7 | 0.0 | 1.9 | 1 | -1.0 | 0
CCOC(=O)Cn1c(=O)c(-c2ccccc2NCc2ccccc2)nc2ccccc21 | -9 | 0.8 | 3.2 | 1.8 | -3 | 0.1 | -3.6 | 1.9 | -2 | 0.3 | -1
CCOC(=O)Cn1c(=O)cc(C)c2cccc(C)c21 | -4 | 0.0 | 1.0 | -1.3 | -11 | 0.9 | -0.5 | -0.7 | / | -0.1 | -1
COc1ccc(C2C(C(=O)N3CCCCC3)c3ccccc3C(=O)N2C)cc1 (centres undefined) | -3 | -1.3 | -1.9 | -1.2 | -3 | -0.7 | 1.3 | 0.3 | 0 | -0.5 | 3
CCOC(=O)CNC(=O)CSc1nc(Cc2cccs2)nc2ccccc12 | -4 | -1.4 | 1.2 | -2.1 | -9 | -0.1 | -0.3 | 0.4 | 0 | -1.4 | -2
Cc1noc(C)c1S(=O)(=O)Nc1ccc(C(=O)O)cc1 | -4 | -1.1 | -0.7 | 0.4 | -7 | 0.0 | 0.9 | 1.2 | -4 | -1.4 | 1
CCc1cccc(C)c1N(C(=O)Cn1c(=O)[nH]c2ccccc21)C(C)COC (centres undefined) | 2 | -1.1 | -1.6 | -2.9 | 6 | -0.9 | 0.7 | 1.6 | -9 | -1.2 | 2
CCc1c(C)nc(SCC(=O)N2CCN(c3ccccc3OC)CC2)[nH]c1=O | 2 | -1.3 | -1.1 | -0.6 | 1 | -0.4 | 0.1 | -0.1 | -3 | -1.6 | 5
CCCCN(CC)CCCNC(=O)Cn1nc(Cc2cccnc2)c2ccccc2c1=O | -3 | -1.1 | 0.4 | 0.0 | 2 | 0.1 | 1.6 | -0.7 | 1 | 1.7 | -2
Cc1ccc(S(=O)(=O)NCC2CCN(C(=O)C(=O)c3cccs3)CC2)cc1 | -5 | -0.3 | -0.6 | -1.1 | -10 | -0.1 | / | / | -3 | -1.3 | 5
COc1ccc(Cl)cc1C(=O)O/N=C(\N)c1ccc(Cl)cc1 | -3 | -1.0 | 6.0* | 0.6 | -6 | 0.7 | -1.8 | 2.6 | 5 | 1.0 | 4
CCOC(=O)c1ccc(NC(=S)NC2CC(C)(C)NC(C)(C)C2)cc1 | -3 | -1.2 | 1.2 | 0.9 | 3 | -0.4 | -1.9 | 0.2 | 3 | 0.3 | -2

3 compounds out of the list, ordered by length of the SMILES, low to high:
SMILES | ADAM17 inh | ssDAF-12 act | hcDAF12 agonist | PG9 binder | ADAM10 inh | DAX1 inh-1 | GAA850 FXN act | DAX1 inh-2 | GC-A act | hgDAF12 agonist | SMARCA2 act
CN(CC(=O)NCc1ccco1)CC(=O)Nc1ccc(F)c(F)c1F | -1 | -0.3 | -0.9 | 0.3 | -4 | -0.4 | -1.0 | 1.5 | -3 | 1.7 | 3
COc1ccc(C2C(C(=O)N3CCCCC3)c3ccccc3C(=O)N2C)cc1 (centres undefined) | -3 | -1.3 | -1.9 | -1.2 | -3 | -0.7 | 1.3 | 0.3 | 0 | -0.5 | 3
CCOC(=O)Cn1c(=O)c(-c2ccccc2NCc2ccccc2)nc2ccccc21 | -9 | 0.8 | 3.2 | 1.8 | -3 | 0.1 | -3.6 | 1.9 | -2 | 0.3 | -1
